Compound activity from PubChem.
OXTR potentiate: human OXTR potentiation; P30559; CHO-OTR cells, Fluo-8 calcium fluorescence, potentiator mode; 0% = oxytocin EC15, 100% = EC100; activation, % at 3 µM; actives 0.061% (n = 320,000); AID 2445;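 active = activation above that plate's cutoff, the mean activation of tested compounds plus 3 SD, cut at about 6.6% in these data, passing the limit was not always enough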;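 note: 100% uses oxytocin at 75 nM as the full agonist control; some results filed as inactive read as strong as hits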
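Assay system: CHO cell line stably expressing human OTR | Also added: Oxytocin at about EC15, sub-maximal agonist stimulus | Times: Compound 6 min at room temperature before oxytocin, 100 s read | Measured by: Fluo-8 intracellular calcium fluorescence, ex 470-495, em 515-575 nm | Controls: EC15 oxytocin alone as 0%, 75 nM oxytocin as 100%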
CHRM1 agonist: agonists of human M1 muscarinic receptor. activation, % at 3 µM. CHO-K1 hM1, Fluo-8 calcium fluorescence, agonist mode; 0% DMSO, 100% acetylcholine EC100. actives 0.33% (n = 360,000). P11229;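 active = activation above the run's mean compound activation plus 3 SD, cut at about 16% in these data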;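 note: peak over basal fluorescence ratio within a 140 s kinetic read after compound addition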
Target sequence (P11229 whole entry, looked up): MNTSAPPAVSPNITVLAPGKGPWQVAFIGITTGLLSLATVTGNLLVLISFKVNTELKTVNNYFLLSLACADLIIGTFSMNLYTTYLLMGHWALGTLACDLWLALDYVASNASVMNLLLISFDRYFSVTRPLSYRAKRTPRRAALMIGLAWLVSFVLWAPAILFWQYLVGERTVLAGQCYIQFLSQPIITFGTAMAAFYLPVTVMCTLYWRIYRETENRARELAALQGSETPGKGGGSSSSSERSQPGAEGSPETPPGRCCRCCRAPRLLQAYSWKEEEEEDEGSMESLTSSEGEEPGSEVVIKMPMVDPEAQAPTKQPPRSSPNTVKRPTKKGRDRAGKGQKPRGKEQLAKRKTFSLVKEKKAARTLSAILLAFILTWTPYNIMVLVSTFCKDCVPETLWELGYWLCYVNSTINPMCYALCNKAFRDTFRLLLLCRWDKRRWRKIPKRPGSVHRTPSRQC
M1 antag: antagonists of human M1 muscarinic receptor; CHO-K1 hM1, Fluo-8 calcium fluorescence, ACh EC80 antagonist; actives 1.3% (n = 360,000); inhibition, % at 3 µM;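 active = percent inhibition above its own plate's cutoff, namely the mean of that plate's compound wells plus 3 SD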;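 note: peak over basal fluorescence ratio during 140 s after agonist addition; 0% = ACh EC80 plus DMSO and 100% = DMSO alone without agonist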
V1R ag counter: counter-screen for oxytocin receptor agonists: human V1a receptor agonists. P37288. CHO-V1R cells, Fluo-8 calcium fluorescence, agonist mode; 0% DMSO, 100% 3 nM vasopressin. activation, % at 3 µM. actives 0.25% (n = 320,000);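 active = activation above the mean activation of all tested compounds plus 3 SD, per screening run, cut at about 20% in these data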;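 note: signal is peak over basal fluorescence ratio across a 100 second FLIPR read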
Target sequence (P37288 whole entry, looked up): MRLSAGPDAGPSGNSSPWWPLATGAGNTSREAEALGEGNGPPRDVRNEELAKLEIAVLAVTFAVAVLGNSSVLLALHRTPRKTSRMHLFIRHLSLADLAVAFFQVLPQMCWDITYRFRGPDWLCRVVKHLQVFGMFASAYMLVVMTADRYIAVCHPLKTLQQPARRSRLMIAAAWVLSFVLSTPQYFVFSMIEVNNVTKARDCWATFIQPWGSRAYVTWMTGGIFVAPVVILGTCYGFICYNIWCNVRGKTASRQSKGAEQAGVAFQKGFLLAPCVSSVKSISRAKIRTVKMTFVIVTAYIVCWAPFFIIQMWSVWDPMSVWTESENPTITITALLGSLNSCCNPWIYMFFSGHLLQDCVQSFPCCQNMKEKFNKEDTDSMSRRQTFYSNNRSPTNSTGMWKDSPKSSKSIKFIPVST
CHRM1 PAM: positive allosteric modulators of human M1 muscarinic receptor; P11229; CHO-K1 hM1, Fluo-8 calcium fluorescence, ACh EC20; 0% = ACh EC20, 100% = maximal ACh; activation, % at 3 µM; actives 0.088% (n = 360,000); in the data active = activation above about 19%, passing the limit was not always enough
TAAR1 ag: agonists of human TAAR1; CHO RD-HGA16 TAAR1, Fluo-8 calcium fluorescence; vehicle wells 0%, saturating PEA agonist 100%; activation, % at 3 µM; actives 0.99% (n = 360,000); AID 624467;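 active = activation above the mean activation of all test compounds in the run plus 3 SD, cut at about 38% in these data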
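Test system: RD-HGA16 (CHO) cells co-expressing Gα16 and hTAAR1 / Benchmarks: DMSO vehicle as 0%, PEA at EC100 as 100% / Repeats: no replicates (n 1) / Measure: % activation from peak over basal fluorescence ratio, DMSO-to-PEA scaled / Timing: 17-24 h plating, Fluo-8 75 min 37 °C, 30 min RT / Technique: kinetic Fluo-8 calcium fluorescence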
OXTR ag: activates the human oxytocin receptor. P30559. CHO-OTR cells, Fluo-8 calcium fluorescence; normalized: DMSO 0%, oxytocin 100%. activation, % at 3 µM. actives 0.32% (n = 320,000);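 active = activation above the mean of all tested compounds plus 3 SD, cutoff set per screening run, cut at about 20% in these data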;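 note: peak over basal fluorescence ratio from a 100 s FLIPR kinetic read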
TAAR1 antag: human TAAR1 antagonism | Q96RJ0 | CHO RD-HGA16 TAAR1, Fluo-8 calcium fluorescence, antagonist | inhibition, % at 3 µM | actives 1.5% (n = 360,000);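 active = inhibition above a per-plate cutoff, the mean inhibition of test compounds on that plate plus 3 SD, cut at about 49% in these data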;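 note: 0% = DMSO plus EC80 beta-PEA response and 100% = DMSO alone without agonist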
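Test system – hTAAR1-expressing CHO RD-HGA16 cells, Gα16-coupled · Also added – β-PEA at EC80 concentration, post-compound challenge · Compound – 3 µM, single point · Incubation – dye loading 75 min at 37 °C, then 30 min room temperature · Measured by – Fluo-8 intracellular calcium dye fluorescence, real-time kinetic reads · Benchmarks – vehicle and agonist controls · Replicates – singlicate, one well per test compound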
CHO parental Ca: counter-screen for OX1R antagonists: effect in parental CHO cells; parental CHO-K1, ATP-induced calcium, Fluo-8 fluorescence; inhibition, % at 5.6 µM; actives 0.63% (n = 330,000);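 active = inhibition above that plate's mean sample inhibition plus 3 SD, cut at about 26% in these data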;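 note: 0% = ATP-challenged DMSO wells and 100% = DMSO wells without ATP; some compounds past the cut are filed as inactive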
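test system = CHO parental line | reagent = ATP stimulus | measured by = intracellular calcium via Fluo-8 no-wash fluorescent dye | control set = ATP and no-ATP DMSO wells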
* = called active by the depositor; x = no result given.

Under each structure: OXTR potentiate, CHRM1 agonist, M1 antag, V1R ag counter, CHRM1 PAM, TAAR1 ag, OXTR ag, TAAR1 antag, CHO parental Ca
1) CN(C(=O)c1cccc(NC(=O)Cc2ccc(NC(=O)C3CCCN(S(=O)(=O)c4cccc([N+](=O)[O-])c4)C3)cc2)c1)C1CCCCC1 (stereo not given)
    x, -3, -1, x, 3, 0, x, -12, x
2) O=C(Nc1cccs1)Nc1c(F)c(F)cc(F)c1F
    -11, -3, 0, 6.7, 2, 18, 6.2, -21, -2
3) C[C@@H]1CN([C@@H](C)CO)S(=O)(=O)c2ccc(Br)cc2O[C@@H]1CN(C)C(=O)C1CC1
    x, -2, -5, x, 6, 0, x, -1, x
4) CCOc1ccc(NS(=O)(=O)c2ccc(C(=O)NCC(C)(C)N3CCOCC3)cc2)cc1
    -4, 0, -7, 8.1, 3, 23, 7.3, 1, -5
5) CCn1nnnc1SCC(=O)Nc1nc(-c2cccs2)cs1
    -14, 1, -8, 2.0, 6, 14, 1.4, -3, 19
6) O=C(Cc1c(F)cccc1Cl)NCC(=O)OCc1ccccc1
    -2, -2, -16, -0.4, 3, -2, -2.2, -7, -7
7) CC(=O)Nc1cccc(/C(C)=N/NC(=O)c2cc(-c3ccncc3)nc3ccccc23)c1
    -4, -3, -14, 1.2, 8, 1, -0.3, -35, -18
8) O=C(NCc1ccccc1)C(c1c(F)cccc1Cl)N(C(=O)c1csnn1)C1CC1 (stereo not given)
    -3, -4, -7, -0.3, 5, 1, -0.5, 0, -10
9) CCN1CCN(C(=O)C2CCN(c3nnc(-n4c(C)ccc4C)s3)CC2)CC1
    -7, -11, -11, 0.2, 3, 0, 0.4, 3, -3
10) COc1ccc2nc(N3CCN(C(=O)c4ccc([N+](=O)[O-])o4)CC3)sc2c1
    -10, -2, 8, 4.8, -8, 3, 1.0, -16, -17
11) C=CCN1C(=O)C2(NNc3ccccc3O2)c2ccccc21 (stereo not given)
    -4, 2, -4, 7.4, 9, 1, 4.7, 6, 32*
12) Cc1ccc(S(=O)(=O)N2CCN(c3ccnc4cc(Cl)ccc34)CC2)cc1C
    -8, -4, 4, 1.9, -7, 8, -0.5, 14, 37*
13) CC1(C)CC2CC(C)(CN2C(=S)NC(=O)c2ccccc2Cl)C1 (stereo not given)
    0, -8, 15, -1.0, -5, -2, -2.0, 2, -11
14) Cc1ccc(-n2ncc3c(N4CCCC(C)C4)ncnc32)c(C)c1 (stereo not given)
    -9, -1, 20, 6.4, -16, 4, 5.6, 0, 16
15) CCc1nnc(NC(=O)C2CCCN(S(=O)(=O)c3ccccc3)C2)s1 (stereo not given)
    -4, 4, -28, 0.5, 9, 15, 0.0, -24, -16
16) COc1ccc(NC(=O)N2CCCC2C(=O)NCc2ccccc2Cl)cc1 (stereo not given)
    -11, -2, 5, -0.5, -3, 4, -0.8, 5, -7
17) CCC(=O)Nc1ccc(C(=O)N/N=C/c2ccccc2[N+](=O)[O-])cc1
    0, -2, 13, 0.1, -5, 12, 0.2, 4, -4
18) O=C(NCC1CCCO1)C(c1cccnc1)N(C(=O)Cc1cccs1)c1cccnc1 (stereo not given)
    1, -1, -4, -0.2, -8, 6, -1.0, -27, -3
19) c1ccc(-c2nc(NCCCN3CCOCC3)c3ccccc3n2)cc1
    -17, -2, -6, 3.4, 5, 8, 3.5, 1, -7
20) O=C(NCC1CCCO1)c1ccc(CS(=O)(=O)c2ccc(Br)cc2)o1 (stereo not given)
    -8, 0, -7, 1.2, 2, 5, 0.7, -19, 0
21) CNC(=O)CN(c1ccc(OC)cc1)S(=O)(=O)c1ccc(F)cc1
    -9, -2, -9, -0.6, 7, 3, 0.2, -16, -2
22) Cc1cccc(NC(=O)C2CCN(S(=O)(=O)c3c(C)nn(C)c3C)CC2)n1
    -4, -8, -12, 6.9, 11, 1, 0.9, -9, -2
23) Cc1ccccc1C(=O)Nc1ccccn1
    -19, -2, 14, -0.3, -2, 10, -0.3, -25, -3
24) C/C(=N\NC(=O)c1nn(C)c(C)c1Br)c1ccc(NC(=O)c2ccc(C)s2)cc1
    -13, -6, 5, -0.8, 3, 0, -0.6, -18, 2
25) Cc1ccnc(NC(=O)c2sc3ccccc3c2Cl)c1
    -3, -6, -1, -0.5, 6, 0, -1.1, -37, -10
26) CC(C)NC(=O)Nc1ccc2c(c1)C(=O)N([C@H](C)CO)C[C@H](C)[C@@H](CN(C)S(C)(=O)=O)O2
    0, -2, -10, 1.1, 9, 7, 2.2, 3, 3
27) Cc1cc(C)c2cc(C#N)c(NCCCNC(=O)CCC(=O)O)nc2c1
    1, -6, -9, -1.1, 13, 9, -2.0, -3, -5
28) O=C(Nc1ccc(O)c2c(=O)cc(-c3ccccc3Cl)oc12)c1ccc(Cl)cc1Cl
    -2, 0, -25, -0.2, 13, 3, -0.2, 12, -21
29) O=[N+]([O-])c1cc(S(=O)(=O)O)cc([N+](=O)[O-])c1NN(c1ccccc1)c1ccccc1
    -2, -6, -2, -0.2, 2, 2, -0.1, 1, -7
30) CC(=O)N(Cc1ccccc1)c1nc(-c2ccccc2)cs1
    -9, -10, -1, 0.6, 2, 9, -1.4, 13, -22

Profiles from above. Order of screens: OXTR potentiate | CHRM1 agonist | M1 antag | V1R ag counter | CHRM1 PAM | TAAR1 ag | OXTR ag | TAAR1 antag | CHO parental Ca
Cc1cccc(NC(=O)C2CCN(S(=O)(=O)c3c(C)nn(C)c3C)CC2)n1 is listed as -4 | -8 | -12 | 6.9 | 11 | 1 | 0.9 | -9 | -2
COc1ccc2nc(N3CCN(C(=O)c4ccc([N+](=O)[O-])o4)CC3)sc2c1 is listed as -10 | -2 | 8 | 4.8 | -8 | 3 | 1.0 | -16 | -17
O=C(Nc1ccc(O)c2c(=O)cc(-c3ccccc3Cl)oc12)c1ccc(Cl)cc1Cl is listed as -2 | 0 | -25 | -0.2 | 13 | 3 | -0.2 | 12 | -21

New compounds follow.
Under each structure: OXTR potentiate, CHRM1 agonist, M1 antag, V1R ag counter, CHRM1 PAM, TAAR1 ag, OXTR ag, TAAR1 antag, CHO parental Ca
31) Cc1cnc(CNC(=O)c2csc([C@@H]3C[C@H](O)[C@@H](CO)O3)n2)cn1
    x, -3, -7, x, 8, 2, x, -4, x
32) CCOc1ccc(C(C(=O)NC2CCCCC2)N(C(=O)Cc2cccs2)c2ccc(-n3cnnn3)c(OC)c2)cc1 (stereo not given)
    -2, -10, -15, 0.2, 7, 3, -1.2, -39, 0
33) O=C(O)C1=C[C@H](c2ccc(Br)cc2)C[C@H](OCCCCO)O1
    5, -2, 1, -0.4, 10, -1, 1.8, 10, -9
34) CN(C)Cc1nc2ccccc2c(=O)n1Cc1nc(C(C)(C)C)cs1
    -4, -3, -18, 0.0, 0, 26, -2.6, -19, -18
35) COc1ccc([N+](=O)[O-])cc1NC(=O)/C=C/C(=O)O
    -6, -4, -6, 1.7, 5, 2, -0.7, -17, -10
36) COc1ccc(O)c(/C=N/c2sc(C)c(C)c2C#N)c1
    -12, -2, 20, 0.0, 4, 1, -0.7, -11, -17
37) COc1cc2oc(=O)cc(-c3cccc(-c4ccc(C(F)(F)F)cc4)c3)c2c(OC)c1OC
    x, -5, 4, x, 0, 1, x, -31, -17
38) CC(C)CNC(=O)CCCc1c[nH]c2ccccc12
    -11, -3, -13, 1.0, 11, 3, 1.7, 6, -12
39) COc1ccc(N2CCN(C(=O)c3cccs3)CC2)cc1
    -2, -3, -6, 1.3, 1, 0, -0.3, -7, -8
40) COc1ccc(CNC(=O)C2CCCN(S(=O)(=O)c3cnc[nH]3)C2)cc1 (stereo not given)
    0, 7, -12, 0.3, 14, 0, 1.3, 2, 0
41) Cn1nc(C(F)(F)F)c(C(=O)Nc2ccc(F)cc2F)c1Sc1cccc(C(F)(F)F)c1
    -18, -4, 34*, 4.3, -16, 5, 1.1, 18, -5
42) CCOc1ccccc1C(=O)NCC(=O)NNC(=O)c1cccc(S(=O)(=O)Nc2ccc(OC)cc2)c1
    -6, -4, -7, 0.1, 6, 1, -0.7, -14, -19
43) COc1cccc2c1oc1c(SCc3nc4ccccc4[nH]3)nc(C)nc12
    -2, -5, 8, 0.6, -6, 10, 1.0, 37, -29
44) O=C(CSc1oc(-c2cccs2)nc1S(=O)(=O)c1ccccc1)NC1CCCCC1
    2, 7, 3, 0.3, 6, 2, -0.2, 3, -24
45) COc1ccc(C(=O)Nc2cnn(Cc3ccc(Cl)cc3)c2)cc1OC
    -8, -3, -1, 1.1, 3, -1, 2.3, -11, -29
46) CC(=O)c1c(C)[nH]c(C(=O)Nc2cccc(C(F)(F)F)c2)c1C
    -30, 3, 25*, 12, -16, 9, 16, 9, 37*
47) O=C1OCc2ccc(NS(=O)(=O)c3ccc(C(F)(F)F)cc3)cc21
    -6, 2, -7, 1.7, 14, 2, 0.4, -26, -18
48) COc1cc(OC)c(C(=O)OCC(=O)NCCc2ccccc2)cc1OC
    -1, -9, -12, 1.2, 16, 1, 0.1, -7, -3
49) O=C(NCc1ccncc1)c1ccc(Br)o1
    -7, -3, 8, 0.3, -3, 2, 0.1, 6, -7
50) Cc1nn(CC(=O)N2CCc3ccccc3C2)c(C)c1Cl
    -3, -4, -14, 0.4, 10, 6, 0.2, 0, -15
51) O=C(Cn1nnc(-c2ccc3c(c2)OCO3)n1)NCc1ccco1
    -6, -3, -9, -0.3, 7, 0, 0.2, 1, -11
52) CC(C)(C)c1ccc(-c2csc(NC(=O)CN3C(=O)NC4(CCCCC4)C3=O)n2)cc1
    -13, -2, -13, -0.6, 7, 0, -0.4, -8, -19
53) COc1ccccc1NC(=O)Cn1c(=O)n(-c2ccccc2)c(=O)c2oc3ccccc3c21
    -4, -5, 7, 2.2, -6, 1, 0.3, -10, -11
54) Cc1ccc2cccc(Oc3ncnc4scc(-c5ccc(Cl)cc5)c34)c2n1
    -7, -7, 3, 0.9, -3, 2, -2.0, 28, -41
